High-throughput results as filed in PubChem BioAssay.
OXTR ag – human OXTR agonism | P30559 | CHO-OTR cells, Fluo-8 calcium fluorescence; normalized: DMSO 0%, oxytocin 100% | activation, % at 3 µM | 0.32% of 320,000 active | AID 2435;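 active = activation above the mean of all tested compounds plus 3 SD, cutoff set per screening run, cut at about 20% in these data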;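 note: peak over basal fluorescence ratio from a 100 s FLIPR kinetic read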
MEKK3 PB1 HTS – MEKK3-MEK5 PB1 interaction, increase or decrease | bead-based flow cytometry, Alexa488-MEK5 binding to MEKK3; actives lie on both sides; 0 = blocked by unlabeled MEK5, 100 = vehicle | binding response (% of control), % at 10 µM | 1.4% of 290,000 active | Q99759;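 active = binding response more than 3 SD above or below the average of its plate-row segment, actives on both sides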;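 note: Alexa488 bead fluorescence after subtracting the streptavidin-only scavenger bead signal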
V1aR counter – activates human V1a receptor in oxytocin agonist counter-screen. CHO-V1R cells, Fluo-8 calcium fluorescence, agonist mode; 0% DMSO, 100% 3 nM vasopressin. activation, % at 3 µM. 0.25% of 320,000 active. AID 2797;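 active = activation above the mean activation of all tested compounds plus 3 SD, per screening run, cut at about 20% in these data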;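 note: signal is peak over basal fluorescence ratio across a 100 second FLIPR read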
Target sequence (P37288 whole entry, looked up): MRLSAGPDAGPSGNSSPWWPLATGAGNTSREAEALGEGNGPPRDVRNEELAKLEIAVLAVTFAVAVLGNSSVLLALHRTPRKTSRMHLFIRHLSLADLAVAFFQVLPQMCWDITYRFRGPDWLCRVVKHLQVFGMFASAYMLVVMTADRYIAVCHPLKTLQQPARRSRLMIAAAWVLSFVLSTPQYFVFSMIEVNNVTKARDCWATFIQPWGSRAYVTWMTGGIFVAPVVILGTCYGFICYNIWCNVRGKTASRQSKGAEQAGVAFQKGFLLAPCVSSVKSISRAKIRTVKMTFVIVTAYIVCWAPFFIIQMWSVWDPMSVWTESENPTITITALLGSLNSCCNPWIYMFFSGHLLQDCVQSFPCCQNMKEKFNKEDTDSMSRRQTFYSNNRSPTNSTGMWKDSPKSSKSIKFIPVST
MEKK2 WT-MEK5 – raises or lowers MEK5 binding to wildtype human MEKK2 PB1 domain | bead flow cytometry, Alexa488-MEK5 binding to MEKK2 WT; actives lie on both sides | binding response (% of control), % at 10 µM | 1.1% of 290,000 active; in the data active = binding response below about 67% or above about 130%
MEKK2mut PB1 HTS – signal of MEK5 binding to mutant human MEKK2 PB1 domain. 0.35% of 290,000 active. bead flow cytometry, Alexa488-MEK5 binding to MEKK2 mutant. percent response, % at 10 µM. AID 1530; in the data active = percent response above about 24%, passing the limit was not always enough; note: inactives centre near 1; some results filed as inactive read as strong as hits; reference of the scale not given here
NALP1 inh – inhibitors of NALP1 inflammasome in yeast; S. cerevisiae NALP1/ASC/caspase-1 growth, X-gal OD620, 72 h; inhibition, % at 10 µM; 0.61% of 280,000 active; AID 2071; in the data active = inhibition mostly above about 24%, no sharp cut-off; inactive = mostly below about 32%; note: some compounds called inactive have numbers as strong as hits
PHOSPHO1 block – blocks human PHOSPHO1 phosphatase activity; Q8TCT1; recombinant PHOSPHO1, absorbance phosphatase assay; inhibition, % at 13.3 µM; 1.1% of 290,000 active; AID 1565; in the data active = inhibition above about 60%
GalR3 antagonist – human GalR3 antagonism | O60755 | HEK293 GalR3-CNG cAMP membrane potential fluorescence; galR3 body fused to GalR1 C-terminus | inhibition, % at 3 µM | 0.44% of 360,000 active | AID 651719;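 active = inhibition above the screen-wide average plus 3 SD, cut at about 13% in these data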;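 note: forskolin and galanin both at EC90 stimulate the cells; cAMP rise reported by CNG channel membrane potential dye signal; 0% = forskolin plus galanin with DMSO and 100% = forskolin alone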
Target sequence (O60755 1-299 limits assumed): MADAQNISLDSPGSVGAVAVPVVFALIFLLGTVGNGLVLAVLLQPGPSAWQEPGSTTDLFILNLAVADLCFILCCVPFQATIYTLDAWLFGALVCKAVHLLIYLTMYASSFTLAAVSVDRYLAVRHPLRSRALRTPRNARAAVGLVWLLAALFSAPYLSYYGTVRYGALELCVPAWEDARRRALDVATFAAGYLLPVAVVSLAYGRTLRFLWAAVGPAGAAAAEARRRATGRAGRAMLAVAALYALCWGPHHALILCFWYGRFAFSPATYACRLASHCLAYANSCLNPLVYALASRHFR
GPR7 antagonist – blocks human GPR7 receptor signaling | P48145 | GPR7-expressing cells, fluorescence antagonist assay | inhibition, % at 4.4 µM | 1.1% of 290,000 active; in the data active = inhibition above about 16%, passing the limit was not always enough;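 note: cells stimulated with the agonist NPW; 0% = agonist with vehicle and 100% = vehicle without agonist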
Target sequence (P48145 whole entry, looked up): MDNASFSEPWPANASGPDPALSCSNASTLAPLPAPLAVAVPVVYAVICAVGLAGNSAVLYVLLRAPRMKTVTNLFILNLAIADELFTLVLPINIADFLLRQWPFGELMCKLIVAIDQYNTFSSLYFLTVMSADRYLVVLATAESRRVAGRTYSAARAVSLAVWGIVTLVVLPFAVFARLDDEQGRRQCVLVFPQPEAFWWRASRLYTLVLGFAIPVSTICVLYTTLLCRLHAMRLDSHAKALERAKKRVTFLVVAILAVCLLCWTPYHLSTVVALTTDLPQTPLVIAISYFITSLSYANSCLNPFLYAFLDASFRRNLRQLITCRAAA
Numbers without * were called inactive; . = not tested or not shown; & = joins results of further samples. Not a hit list; overall some 5.4% were active at least once.

SMILES	OXTR ag	MEKK3 PB1 HTS	V1aR counter	MEKK2 WT-MEK5	MEKK2mut PB1 HTS	NALP1 inh	PHOSPHO1 block	GalR3 antagonist	GPR7 antagonist
Cc1ccc(-n2[nH]c(C)c(C=NCc3ccncc3)c2=O)cc1	-2.5	130*	-1.2	125	26	10	6	-4	-17
O=S(=O)(c1cccc(C(F)(F)F)c1)N1CCN(C(=S)NC2CC2)CC1	1.4	97	2.4	93	-2	32	-8	3	-3
Cc1cc(=O)oc2cc(N3C(=O)CC(Cc4ccccc4)C3=O)ccc12 (configuration not stated)	5.1	100	1.0	97	0	9	-1	-2	4
Cc1ccccc1-c1cc(C(=O)N2CCCC2)c2ccccc2n1	-0.7	102	1.1	100	7	2	.	0	9
COC(=O)c1ccccc1N=Nc1c(C)noc1C	-2.5	103	-1.9	100	3	1	25	-5	-16
O=C(Nc1ccc(S(=O)(=O)N2CCCC2)cc1)c1cccnc1	-0.1	100	0.0	100	-2	3	-24	1	5
Cc1cc(C)n(C(=O)CNC(=O)c2ccco2)n1	0.7	100	-0.6	100	-1	5	4	-1	13
O=C(c1cn(-c2ccccc2)nc1-c1ccccc1)n1nnc2ccccc21	-0.3	108	0.1	111	5	14	-4	-5	-3
CCN(CC)c1ccc(S(=O)(=O)N2CCOCC2)cc1NC(=O)CN1CCN(Cc2ccccc2)CC1	-2.1	110	1.6	117	8	.	44	-7	4
O=C(Cc1coc2cc3c(cc12)CCC3)NC1CCCCCCC1	-1.5	117	0.0	102	3	.	2	-3	1
O=C(CN1CCN(C/C=C/c2ccccc2)CC1)Nc1cc([N+](=O)[O-])ccc1Cl	-0.6	100	-0.3	104	-1	14	6	-2	-5
CCCCNC(=O)c1cc2c(=O)n3cccc(C)c3nc2s1	-1.2	104	0.0	103	4	3	42	-10	-15
Nc1nc(SCC(=O)N2CCOCC2)n[nH]1	0.1	100	1.0	99	3	-1	33	-4	1
Cc1cc2occ(CC(=O)N(C)CC(=O)Nc3cccc(F)c3)c2cc1C	-0.3	101	3.5	106	3	-11	.	-4	16
COc1ccc(NC(=O)CSCC(=O)NC2(C)CCS(=O)(=O)C2)cc1 (configuration not stated)	-0.4	100	0.3	104	6	-1	32	-5	-18
COc1ccc(-c2noc(N3CCC(C(=O)NCc4ccc(F)cc4)CC3)n2)cc1	-0.1	102	3.4	100	6	7	-68	.	-11
CCOc1ncccc1C(=O)Nc1cc(S(=O)(=O)N2CCOCC2)ccc1N1CCCC1	-2.1	.	-0.6	.	.	-6	21	1	3
COc1ccc(NS(=O)(=O)c2cc(NC(=O)CCSc3ccccc3)ccc2OC)cc1	3.9	145*	3.9	111	-1	.	-4	-6	1
COc1ccc(C(=O)c2c(C)oc3cc([N+](=O)[O-])c(O)c([N+](=O)[O-])c23)cc1	-1.7	.	-1.6	.	.	34	4	-2	-9
COc1ccc(C2(C)NC(=O)N(CC(=O)Nc3ccc(C)cc3Br)C2=O)cc1OC (configuration not stated)	2.3	100	2.0	96	-5	21	43	-9	-4
COc1ccc(NC(=O)C2CCC(CNc3c(N4CCC(C)CC4)c(=O)c3=O)CC2)cc1OC (configuration not stated)	0.7	110	-0.4	111	15	4	-11	-3&2	1
O=C(O)CC(NC(=O)Cc1ccccc1)c1ccccc1 (configuration not stated)	-0.2	109	0.5	111	17	13	-16	2	-10
COc1ccc(CCN=CC2=C(O)CCCC2=O)cc1OC	0.4	100	0.9	97	5	16	17	2	0
Cn1c(Cn2nnc3ccccc32)nnc1SCC(=O)c1ccc(F)cc1	4.0	86	2.3	86	-7	12	50	-9	-8

Profiles, quoted from the list. Order of values: OXTR ag	MEKK3 PB1 HTS	V1aR counter	MEKK2 WT-MEK5	MEKK2mut PB1 HTS	NALP1 inh	PHOSPHO1 block	GalR3 antagonist	GPR7 antagonist
Cc1cc(C)n(C(=O)CNC(=O)c2ccco2)n1 is entered as 0.7	100	-0.6	100	-1	5	4	-1	13
O=C(CN1CCN(C/C=C/c2ccccc2)CC1)Nc1cc([N+](=O)[O-])ccc1Cl is entered as -0.6	100	-0.3	104	-1	14	6	-2	-5

Some of these compounds in order of count of non-hydrogen atoms, low to high:
SMILES	OXTR ag	MEKK3 PB1 HTS	V1aR counter	MEKK2 WT-MEK5	MEKK2mut PB1 HTS	NALP1 inh	PHOSPHO1 block	GalR3 antagonist	GPR7 antagonist
Nc1nc(SCC(=O)N2CCOCC2)n[nH]1	0.1	100	1.0	99	3	-1	33	-4	1
O=C(O)CC(NC(=O)Cc1ccccc1)c1ccccc1 (configuration not stated)	-0.2	109	0.5	111	17	13	-16	2	-10
COc1ccc(CCN=CC2=C(O)CCCC2=O)cc1OC	0.4	100	0.9	97	5	16	17	2	0
O=C(Cc1coc2cc3c(cc12)CCC3)NC1CCCCCCC1	-1.5	117	0.0	102	3	.	2	-3	1
COc1ccc(NC(=O)CSCC(=O)NC2(C)CCS(=O)(=O)C2)cc1 (configuration not stated)	-0.4	100	0.3	104	6	-1	32	-5	-18
COc1ccc(C(=O)c2c(C)oc3cc([N+](=O)[O-])c(O)c([N+](=O)[O-])c23)cc1	-1.7	.	-1.6	.	.	34	4	-2	-9
O=C(CN1CCN(C/C=C/c2ccccc2)CC1)Nc1cc([N+](=O)[O-])ccc1Cl	-0.6	100	-0.3	104	-1	14	6	-2	-5
COc1ccc(C2(C)NC(=O)N(CC(=O)Nc3ccc(C)cc3Br)C2=O)cc1OC (configuration not stated)	2.3	100	2.0	96	-5	21	43	-9	-4
COc1ccc(NS(=O)(=O)c2cc(NC(=O)CCSc3ccccc3)ccc2OC)cc1	3.9	145*	3.9	111	-1	.	-4	-6	1
COc1ccc(NC(=O)C2CCC(CNc3c(N4CCC(C)CC4)c(=O)c3=O)CC2)cc1OC (configuration not stated)	0.7	110	-0.4	111	15	4	-11	-3&2	1

Next section.
SMILES	OXTR ag	MEKK3 PB1 HTS	V1aR counter	MEKK2 WT-MEK5	MEKK2mut PB1 HTS	NALP1 inh	PHOSPHO1 block	GalR3 antagonist	GPR7 antagonist
O=C(NCc1nnc(SCc2ccc(F)cc2)n1-c1ccc(F)cc1)C12CC3CC(CC(C3)C1)C2	2.0	103	1.9	103	12	22	-14	-2	14
Cc1ccc(CS(=O)(=O)c2nc3c(c(N(C)C)n2)CCCC3)cc1	-0.3	100	-0.7	103	2	0	24	-6	-8
Cc1cc(C(=O)Nc2c(F)cc(F)cc2Br)c(C)o1	-1.3	100	-1.4	98	-3	4	-13	-5	-11
Cc1ccc(O)c(C(=O)c2cnn(C(=O)COc3ccc(Cl)cc3)c2)c1	0.1	99	0.4	107	4	25	-5	-1	-17
CCOC(=O)C1CCCN(C(=O)COC(=O)c2cc(=O)c3ccccc3o2)C1 (configuration not stated)	0.0	99	0.0	97	-1	-4	4	-11	-5
CCCn1c2ccccc2c2cnn(CC(=O)NCCCN3CCCCC3)c(=O)c21	-0.2	105	-0.5	112	5	-3	37	-9	-6
Cc1cccc2sc(NC(=O)c3cc(S(=O)(=O)N(C)C)ccc3N3CCCC3)nc12	-0.6	104	0.1	101	-3	12	8	3	-14
O=C(NC1CCCCC1)C(c1ccc(F)cc1)N(C(=O)c1cccs1)c1ccc2c(c1)OCO2 (configuration not stated)	-1.3	94	0.5	93	-4	9	22	-6	0
N#Cc1cccc(NCC(=O)Nc2ccc3c(c2)OCCO3)c1	-0.1	103	0.3	105	0	11	5	-2	-8
CC(C)C(C)NC(=O)COc1ccc(OCc2ccccc2)cc1 (configuration not stated)	-0.6	98	1.9	93	-7	-4	-4	0	-12
COc1cc(C(=O)NCc2ccc3c(c2)OCO3)c([N+](=O)[O-])cc1OC	-0.6	103	-0.5	104	2	4	44	-10	-7
CCOC(=O)c1cc(-c2cccc(C(F)(F)F)c2)nc2nc(SC)[nH]c(=O)c12	-1.6	87	2.9	89	-4	22	1	0	-12
CC1(C)CC(=O)C/C(=N\NC(=S)NCc2ccccc2)C1	-2.4	108	-1.3	100	0	-23	48	-3	-2
CCOCCCN(C(=O)Cn1nnc(-c2ccc(C)o2)n1)C(C(=O)NC1CCCC1)c1ccco1 (configuration not stated)	-1.5	102	0.1	100	3	-3	28	-7	-9
O=C(NC(Cc1ccccc1)C(=O)OCC(=O)N1CCc2ccccc21)c1ccco1 (configuration not stated)	-1.0	107	-0.1	105	11	9	21	2	-10
COc1ccc2nc(NC(=O)CNS(=O)(=O)c3cccs3)sc2c1	2.4	101	0.0	89	-8	6	17	-10	-18
CCN(CC)c1nc(-c2nn[nH]n2)nc(N(CC)CC)n1	0.2	100	0.1	102	-1	-2	28	-2	12
CS(=O)(=O)c1ccc2nc(NC(=O)Cc3ccccc3)sc2c1	0.2	100	0.1	101	-3	-23	48	5	-4
CCN(CC)c1ccc(/C=N/NC(=O)c2cccc(S(=O)(=O)N3CCOCC3)c2)cc1	-0.8	98	2.5	99	-1	24	-12	-4	-11
NS(=O)(=O)c1ccc(CCNC(=O)CN2CCN(c3cccc(Cl)c3)CC2)cc1	2.8	101	4.7	106	0	26	12	-6	-3
O=C(COC(=O)c1ccc([N+](=O)[O-])cc1)NC1CCCC1	-0.3	100	0.4	105	4	12	13	-5	0
Cc1cc(C)c(S(=O)(=O)c2ccccc2)c(OC(=O)c2c(F)cccc2Cl)n1	-1.7	102	1.0	97	0	5	15	-1	-17
COc1ccc(CCNC(=O)c2c[nH]c3ccc(F)cc3c2=O)cc1OC	0.9	99	7.5	102	1	4	-2	-8	-5
Cc1c(C(O)CN2CCN(Cc3ccc4c(c3)OCO4)CC2)c2ccccc2n1C (configuration not stated)	1.8	103	0.8	108	6	12	-21	-8	4
COc1ccc(Cl)cc1NC(=O)CCNC(=O)OCc1ccccc1	-1.1	82	-0.7	88	-8	26	37	2	14
CC(C)(C)OC(=O)N[C@@H](COCc1ccccc1)C(=O)N[C@@H](CO)[C@H](O)[C@@H]1C[C@@H]1C(=O)NC1CC1	0.5	102	1.8	97	-5	18	-7	-1	-8
COc1cc(C(=O)Nc2cc3c(cc2N2CCCCC2)n(C)c(=O)n3C)cc(OC)c1OC	-1.4	101	-1.4	101	-2	15	-1	3	-17
COc1ccc(OC)c(N(CC(=O)Nc2ccccc2)S(=O)(=O)c2ccccc2)c1	-1.9	105	0.7	105	1	21	24	-3	-5
Cc1ccc(-c2nn(-c3ccccc3)cc2C(=O)N2CCN(c3ccccn3)CC2)cc1	-1.3	103	-0.5	99	-2	3	-7	-8	-6
O=C1C2C(C(=O)N1/N=C/c1cc([N+](=O)[O-])ccc1O)C1C=CC2C12CC2 (configuration not stated)	0.2	97	2.7	96	-1	15	32	-3	1
O=C(Cc1ccc(O)cc1)N/N=C/c1cccs1	2.4	104	0.2	101	-1	9	26	-4	-18
CCCNC(=O)C1CCN(c2nc(C)cc(C)n2)CC1	1.5	97	0.4	103	2	18	20	-3	-2
O=C(Cc1ccc2c(c1)CCCC2)Nc1ccc2ccccc2c1	-1.0	123	0.3	104	0	28	0	-9	-9
Cc1ccc(-c2nnc(SCC(=O)NC(=O)Nc3ccc(C)cc3C)n2N)cc1	-1.5	100	-0.5	118	11	16	-14	1	-1
